Source: PubChem BioAssay (several laboratories)
SR-BI DiI inh: blocks mouse SR-BI lipid uptake from DiI-HDL. Q61009. AID 488896. ldlA[mSR-BI] CHO cells, DiI-HDL uptake fluorescence, 3 h. inhibition, % at 12.5 µM. hit rate 0.96% among 320,000;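 active = mean replicate inhibition of at least 70% and a set share of replicates each scoring 70 or more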;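 note: 0% = median of neutral control wells and 100% = median of positive control wells; values of inactives mirror those of a sister screen read the other way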
dFosB act: mouse delta FosB homodimer activation | P13346 | purified delta FosB, TAMRA-CDK5 oligo fluorescence polarization; percent of positive-control signal above neutral wells | activation, % at 25 µM | hit rate 0.99% among 340,000 | AID 493131;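 active = mean activation above about 17%, with every replicate also reaching it, limit read from the data, passing the limit was not always enough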;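 note: fluorescence polarization rise as delta FosB binds a TAMRA Cdk5 AP-1 oligo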
MITF act: increases MITF-driven TRPM1 promoter luciferase signal | SK-MEL-5 TRPM1-promoter luciferase, 24 h; % of positive control, neutral wells = 0 | AID 588334 | hit rate 0.75% among 300,000 | activation, % at 12.5 µM;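 active = mean activation of at least 80% with every replicate also reaching 80%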;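 note: 0% = neutral control wells and 100% = parthenolide positive control wells; values of inactives mirror those of a sister screen read the other way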
DSG3 Ab inh: human desmoglein-3 autoantibody binding inhibition | P32926 | binding (percent of control), % at 10 µM | hit rate 0.48% among 310,000 | DSG3-coupled beads, scFv-anti-DSG3-GFP binding, flow cytometry; stronger effect = lower value;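 active = binding more than 3 SD below its plate's average and above zero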;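 note: hits lower antibody fragment binding to DSG3; some compounds called inactive have numbers as strong as hits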
Target sequence (P32926 whole entry, looked up, the tested form may be a part): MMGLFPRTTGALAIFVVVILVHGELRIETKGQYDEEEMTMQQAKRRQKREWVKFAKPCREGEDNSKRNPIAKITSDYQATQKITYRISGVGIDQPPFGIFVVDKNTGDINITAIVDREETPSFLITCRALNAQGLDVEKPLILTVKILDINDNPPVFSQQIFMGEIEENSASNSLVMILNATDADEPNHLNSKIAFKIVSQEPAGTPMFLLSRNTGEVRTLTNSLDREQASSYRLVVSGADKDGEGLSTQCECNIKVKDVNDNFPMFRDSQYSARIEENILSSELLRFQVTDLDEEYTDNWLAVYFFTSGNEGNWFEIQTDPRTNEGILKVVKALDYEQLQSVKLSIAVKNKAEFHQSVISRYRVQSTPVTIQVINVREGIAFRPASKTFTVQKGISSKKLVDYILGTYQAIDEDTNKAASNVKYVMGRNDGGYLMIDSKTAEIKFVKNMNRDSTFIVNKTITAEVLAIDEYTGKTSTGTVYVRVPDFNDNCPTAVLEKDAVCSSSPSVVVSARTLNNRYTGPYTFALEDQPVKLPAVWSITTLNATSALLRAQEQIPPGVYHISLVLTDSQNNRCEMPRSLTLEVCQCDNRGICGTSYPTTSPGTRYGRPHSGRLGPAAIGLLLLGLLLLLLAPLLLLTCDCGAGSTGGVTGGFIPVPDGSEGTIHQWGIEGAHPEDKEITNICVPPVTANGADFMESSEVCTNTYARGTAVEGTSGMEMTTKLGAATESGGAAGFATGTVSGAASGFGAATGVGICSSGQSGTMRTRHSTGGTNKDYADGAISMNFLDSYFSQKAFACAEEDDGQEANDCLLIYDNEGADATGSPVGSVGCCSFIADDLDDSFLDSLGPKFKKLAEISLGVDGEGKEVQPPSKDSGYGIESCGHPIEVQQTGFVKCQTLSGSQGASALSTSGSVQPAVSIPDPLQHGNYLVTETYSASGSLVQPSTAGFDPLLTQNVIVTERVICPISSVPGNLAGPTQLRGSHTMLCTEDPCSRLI
PKA-R2B activ: PKA-R2B complex activation. P22694+P31323. activation, % at 11.4 µM. PKA-R2B holoenzyme dissociation, Cy5-IP20 fluorescence polarization; R2B truncated from residue 108, S112A mutant; 0% DMSO only, 100% 113 µM cGMP. hit rate 0.079% among 340,000. AID 504700;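 active = activation above a cutoff set at the mean over all compounds plus 3 SD, cut at about 18% in these data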;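 note: higher means more holoenzyme dissociation and a rise in polarization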
SUMO Mot1 rescue: SUMOylation pathway inhibition by Mot1-301 growth rescue; growth rescue, % at 18.8 µM; S. cerevisiae Mot1-301 growth rescue, ATP luminescence, 38.5C; percent above DMSO median, 100 means doubled; hit rate 1% among 320,000;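 active = every valid replicate shows activation above 250% relative to neutral control wells; inactive = the rest, any valid replicate at or below 250%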;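 note: OY570 slx delta 5 strain wells were the positive control but not used for scaling; some compounds called inactive have numbers as strong as hits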
NSD2 HMT inh: NSD2 (human) methyltransferase inhibition | O96028 | NSD2 peptide methylation, AlphaScreen, 120 min | inhibition, % at 12.5 µM | hit rate 0.54% among 310,000; in the data active = inhibition above about 50%
CDK5 p35 inh: blocks human CDK5/p35 kinase activity; inhibition, % at 10 µM; Recombinant CDK5/p35, ADP-Glo luminescence, 60 min; hit rate 0.01% among 330,000;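 active = highest replicate inhibition of at least 50% and at least 75% of replicates reaching 50%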;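 note: plate controls were DMSO neutral control for no effect and GW8510 at 10 µM for full effect; many of its hits are not listed in these tables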
Arrestin-AP2 inh: inhibitors of human beta-arrestin and AP2 interaction; AID 504490; FITC-arrestin peptide / GST-AP2 beads, flow cytometry; AP2 beta2 appendage carries R879A mutation; inhibition, % at 10 µM; hit rate 0.31% among 340,000;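 active = inhibition above a set limit, near 3 SD of compounds lacking own fluorescence, cut at about 54% in these data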;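 note: plate controls were DMSO wells for no effect and 5 µM unlabelled arrestin peptide for full effect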
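Material – AP2 appendage R879A on GSH beads · Buffer or medium – PBS with 0.05% Tween 20 and 0.1% BSA · Probe or stimulus – fluorescein-tagged arrestin peptide at 50 nM final · Incubation – compound with beads 12 min RT, then probe 1 h RT · Detection – high-throughput flow cytometry of beads, ex 488, em 535 nm · Evaluation – percent response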
SR-BI DiI-HDL act: SR-BI HDL lipid transfer activation; CHO ldlA[mSR-BI] cells, DiI-HDL uptake fluorescence, 3 h; 100 = double the neutral-control signal; activation, % at 12.5 µM; hit rate 0.096% among 320,000;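 active = mean replicate activation of at least 60% and every replicate at or above 60%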;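 note: 0% = median plate neutral-control signal and 100% = twice that signal; values of inactives mirror those of a sister screen read the other way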
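Assay system: LDL receptor-deficient CHO ldlA cells overexpressing murine SR-BI / Medium: BSA-supplemented, HEPES-buffered Ham's F12, pH 7.4 / Probe or stimulus: DiI-labelled HDL at 10 µg/mL final / Timing: compound with DiI-HDL co-incubation, 3 h at 37 °C / Technique: bottom-read cell fluorescence after medium removal, ex 550/em 595 nm / Measure: HDL uptake via cellular fluorescence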
PKA-R1A activ: activates the PKA-R1A holoenzyme complex | hit rate 0.083% among 340,000 | AID 504707 | PKA-R1A dissociation, Cy5-IP20 fluorescence polarization; scaled: DMSO 0%, 113 µM cGMP 100% | P00514+P68181 | activation, % at 11.4 µM;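 active = percent activation above the mean of all tested compounds plus 3 SD, cut at about 19% in these data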;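 note: higher means more PKAc released from R1A so a rise in polarization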
Numbers without * were called inactive; / = no result given; & = joins results of further samples.

SMILES	SR-BI DiI inh	dFosB act	MITF act	DSG3 Ab inh	PKA-R2B activ	SUMO Mot1 rescue	NSD2 HMT inh	CDK5 p35 inh	Arrestin-AP2 inh	SR-BI DiI-HDL act	PKA-R1A activ
CCN(CC)C(=O)c1ccc(NC(=O)c2ccc3c(c2)NC(=O)CS3)cc1	72*	0	-2	/	-13	-7	0	5.7	3	-72	-11
O=c1c2ccccc2nc(-c2ccc(-c3ccccc3)cc2)n1-c1ccncc1	6	-12	14	119	1	83	-2	-0.4	-1	-6	-11
COCCN1C(=O)NC(=O)/C(=C\c2ccc(Br)cc2)C1=O	-11	3	-1	104	1	6	1	1.0	18	11	-13
CC1CCC2[C@@H](C)C(=O)OC3O[C@]4(C)CCC1C32OO4 (some centres undefined)	-1	-6	5	/	1	42	-2	0.8	-3	1	-4
CCn1nc(-c2cccs2)nc2c(=O)n(C)c(=O)nc1-2	5	-28	-100	90	-5	/	/	5.3	8	-5	-1
CN(C)C1C(=O)C(C(N)=O)=C(O)C2(O)C(=O)C3=C(O)c4c(O)cccc4C(C)(O)C3CC12 (centres undefined)	11	-5	-1	99	7	0	/	-1.6	5	-11	3
CC[n+]1c(SC)ccc2cc(OC)ccc21	-20	10	10	/	5	-8	-3	-0.6	-6	20	-10
CC(NC(=O)Oc1ccccc1)C(c1cccs1)N1CCOCC1 (centres undefined)	-11	6	6	111	-4	59	-2	-0.5	23	11	-9
COc1ccccc1CCNC1C2CC3CC(C2)CC1C3 (centres undefined)	-27	-3	16	129	-6	1	7	-0.9	3	27	1
CCCOC(=O)c1ccccc1C(=O)OCCC	-6	1	-4	102	0	59	/	-2.7	-3	6	-10
COc1ccc(CCn2c(O)c(/C=N/NC(=O)c3ccncc3)c(=O)[nH]c2=O)cc1OC	26	-2	-1	107	-7	-11	0	0.5	10	-26	-2
COc1ccc(OCC#CCN2CCNCC2)cc1	7	-4	/	104	3	-2	-2	14	6	-7	2
CN1C(=O)N(C)C(=O)C(CCc2ccncc2)(Cc2ccc3c(c2)OCO3)C1=O	-9	-9	0	89	-10	5	-1	-2.6	-5	9	-15
O=C(COc1ccc2ccc(=O)oc2c1)N1CCC(C(=O)O)(c2ccccc2)CC1	-20	1	0	100	2	16	/	1.1	0	20	-3
CCOC(=O)c1[nH]ncc1CN1CCCC(C(=O)c2cccc(Cl)c2)C1 (centres undefined)	15	-9	0	89	-5	-1	-2	-2.2	-22	-15	-17
O=[N+]([O-])c1ccc(C2[C@H]3C(c4ccccc4)=NC4(CCCC4)N23)cc1 (some centres undefined)	-4	-8	5	96	-2	-6	1	1.4	14	4	-1
C[C@]12CCC3C(CC[C@H]4C[C@@H](O)CC[C@]34C)C1C[C@@H](N)[C@@H]2O (some centres undefined)	7	-5	17	94	3	-9	/	0.8	-14	-7	-3
FC(F)(F)Oc1ccc(C2NCc3ccccc3-n3cccc32)cc1 (centres undefined)	-1	5	3	107	-13	1	1	-0.9	-13	1	-3
CC(=O)N1N=C2C3CCN(CC3)C2C1c1ccccc1 (centres undefined)	-22	4	14	85	-8	91	34	-0.8	26	22	0
CN(C)C(=O)Oc1c(Cl)cc(Cl)c2ccccc12	6	-3	2	96	-1	2	-2	-2.4	-5	-6	3

Individual results from the entries so far.
`FC(F)(F)Oc1ccc(C2NCc3ccccc3-n3cccc32)cc1` (centres undefined) @ DSG3 Ab inh: 107
`COCCN1C(=O)NC(=O)/C(=C\c2ccc(Br)cc2)C1=O` @ CDK5 p35 inh: 1.0
`CN(C)C1C(=O)C(C(N)=O)=C(O)C2(O)C(=O)C3=C(O)c4c(O)cccc4C(C)(O)C3CC12` (centres undefined) @ dFosB act: -5
`O=C(COc1ccc2ccc(=O)oc2c1)N1CCC(C(=O)O)(c2ccccc2)CC1` @ dFosB act: 1

More entries.
SMILES	SR-BI DiI inh	dFosB act	MITF act	DSG3 Ab inh	PKA-R2B activ	SUMO Mot1 rescue	NSD2 HMT inh	CDK5 p35 inh	Arrestin-AP2 inh	SR-BI DiI-HDL act	PKA-R1A activ
C=CCC1(CC)C(=O)NC(=S)NC1=O	-14	-11	21	100	-6	/	-1	-0.4	22	14	-1
O=c1c2ccccc2nc(/C=C/c2ccc([N+](=O)[O-])o2)n1-c1ccc(O)cc1	11	-8	-93	/	/	/	-3	0.5	-2	-11	/
CNc1cc(N2CCN(C)CC2)ccc1[N+](=O)[O-]	-6	-1	6	93	6	-4	2	0.1	5	6	15
CC(=O)[C@@]1(O)CC[C@H]2[C@@H]3CC=C4C[C@@H](O)CC[C@]4(C)[C@H]3CC[C@@]21C	-14	-2	3	/	6	78	/	-0.6	-9	14	1
O=c1[nH]c(O)c(C=Nc2ccc(Cl)c(C(F)(F)F)c2)c(=O)[nH]1	-12	3	/	124	-2	-1	-4	-0.6	-13	12	0
COC(=O)C1=C(c2ccc(F)cc2F)C[C@@H]2CC[C@H]1N2C(=O)NC1CCCCC1	-10	-5	-1	98	8	-2	/	2.4	-11	10	8
c1cncc(CNC2=NCCC2)c1	-7	-4	/	/	6	-24	-2	0.8	1	7	0
COc1ccc(OC)c(N2C(=O)NC(=O)/C(=C/c3ccc([N+](=O)[O-])s3)C2=O)c1	-1	-10	-4	96	2	-9	/	-16	32	1	-6
Cc1cc(=O)oc2c(C)c(OCC(=O)N3CCC(C(=O)O)(c4ccccc4)CC3)ccc12	-8	-10	10	102	-11	-16	/	-0.2	0	8	-1
COc1ccc(CC(=O)C2C(=O)N(C)c3ccccc32)cc1OC (centres undefined)	0	-1	12	100	-4	/	0	3.0	0	0	-2
Cc1cc(C)c2c(c1)-c1cc(C)nn1C(c1cccnc1)N2 (centres undefined)	0	-3	/	103	-2	47	/	1.0	14	0	0
O=C(Cn1c(NCCCl)nc2ccccc21)c1ccc(Br)cc1	-15	0	/	90	-1	-5	1	0.9	-3	15	-2
CCCCn1c(O)c(C(C)=NCCCN(C)C)c(=O)[nH]c1=O	-5	1	2	87	5	-21	10	0.1	30	5	-13
O=c1c2ccccc2nc(-c2ccco2)n1-c1ccccc1	-5	-4	-4	104	2	0	16	0.2	6	5	1
Brc1ccc(C2N3CCCN23)cc1 (centres undefined)	10	2	-3	96	-10	20	-2	1.1	1	-10	3
N=C1c2ccccc2CN1CC(=O)c1ccccc1	-27	-7	48	94	-2	-9	-1	-0.7	-1	27	-2
CC1(O)CCC2C3CCC4=CC(=O)CCC4=C3C=CC21C (centres undefined)	-6	7	3	97	-9	/	1	1.5	-15	6	2
C=COCCn1c(C)c(C(=O)OCC)c2cc(O)ccc21	-6	-5	-9	93	2	10	-3	1.6	3	6	1
CCOC(=O)c1c(-n2c(C)cc(/C=C3/C(=O)NC(=O)N(CC)C3=O)c2C)sc2c1CCCC2	-20	-7	5	81	-5	-3	5	-1.8	7	20	-17
CCOP(=O)(OCC)C(NC(=O)C(Cl)Cl)C(Cl)(Cl)Cl (centres undefined)	6	1	/	99	-17	2	-1	0.0	-6	-6	0

An excerpt from above in order of molecular weight, low to high.
SMILES	SR-BI DiI inh	dFosB act	MITF act	DSG3 Ab inh	PKA-R2B activ	SUMO Mot1 rescue	NSD2 HMT inh	CDK5 p35 inh	Arrestin-AP2 inh	SR-BI DiI-HDL act	PKA-R1A activ
CC(=O)N1N=C2C3CCN(CC3)C2C1c1ccccc1 (centres undefined)	-22	4	14	85	-8	91	34	-0.8	26	22	0
O=c1c2ccccc2nc(-c2ccco2)n1-c1ccccc1	-5	-4	-4	104	2	0	16	0.2	6	5	1
CCn1nc(-c2cccs2)nc2c(=O)n(C)c(=O)nc1-2	5	-28	-100	90	-5	/	/	5.3	8	-5	-1

Later entries:
SMILES	SR-BI DiI inh	dFosB act	MITF act	DSG3 Ab inh	PKA-R2B activ	SUMO Mot1 rescue	NSD2 HMT inh	CDK5 p35 inh	Arrestin-AP2 inh	SR-BI DiI-HDL act	PKA-R1A activ
C=C1C(=O)OC2CC(C)C3C=CC(=O)C3(C)C(O)C12 (centres undefined)	-2	-15	-99	95	-1	/	9	0.2	28	2	-1
CCC(CC)N1CCN(Cc2nc3ccccc3c(=O)n2-c2ccc(F)cc2)CC1	-14	1	/	120	-7	5	/	0.7	-15	14	-2
C[N+]1(C)CCc2cc3c(cc2[C@H]1[C@@H]1OC(=O)c2c1ccc1c2OCO1)OCO3	16&-6&-4	-2&4	-11&4	94&119	-3&11	-10&-4&95	/	-1.3&0.7	16&3	-16&6&17	-6&7
C#C[C@@]1(O)CCC2C3CCC4=C/C(=N/OCC(=O)NC(C(=O)O)C(C)O)CC[C@]4(C)C3CC[C@@]21C (some centres undefined)	7	-13	5	102	-4	9	15	1.5	5	-7	-1
COC(=O)C1=C(c2ccc3ccccc3c2)C[C@@H]2CC[C@H]1N2C(=O)NC1Cc2ccccc2C1	-18	-3	-9	98	0	4	/	-0.4	1	18	0
COc1cc(C(C)=O)ccc1OC(=O)N(C)c1ccccc1	-3	0	/	112	6	322	0	-0.4	-7	3	-10
O=S(=O)(F)c1ccc2nc(-c3cccc(Sc4ccccc4)c3)cc(Cl)c2c1	-6	-6	/	/	8	1	-1	-0.6	10	6	10
CCOP(=O)(Cc1cc(C#N)oc1C)OCC	-6	-13	-10	/	-10	-6	-3	0.7	3	6	0

This is a subset; rates above refer to the full screens.
